# Source: PubChem (several laboratories)
# COUP-TFII inh: inhibitors of human COUP-TFII (NR2F2); inhibition, % at 8.6 µM; HEK293T NGFI-A luciferase reporter, luminescence; 370,000 compounds, 0.7% hits; AID 686940; P24468;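 active = inhibition above a per-plate cutoff, mean inhibition of test wells between control levels plus 3 SD, cut at about 38% in these data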;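 note: cells cotransfected with COUP-TFII expression vector driving the NGFI-A reporter; 0% = median of COUP-TF2 test wells and 100% = reporter-only cells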
# Target sequence (P24468 whole entry, looked up): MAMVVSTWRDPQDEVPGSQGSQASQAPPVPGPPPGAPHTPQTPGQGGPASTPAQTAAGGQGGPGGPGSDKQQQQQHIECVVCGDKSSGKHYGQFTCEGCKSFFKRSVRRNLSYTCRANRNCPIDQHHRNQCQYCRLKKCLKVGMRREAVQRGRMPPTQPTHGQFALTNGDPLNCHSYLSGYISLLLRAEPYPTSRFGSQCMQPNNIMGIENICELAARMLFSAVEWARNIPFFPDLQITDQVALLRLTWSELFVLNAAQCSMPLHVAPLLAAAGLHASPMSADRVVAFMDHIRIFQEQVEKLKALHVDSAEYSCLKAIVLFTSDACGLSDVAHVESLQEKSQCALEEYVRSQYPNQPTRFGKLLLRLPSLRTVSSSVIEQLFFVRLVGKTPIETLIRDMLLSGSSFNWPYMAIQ
# SRC1 inh: human NCOA1 inhibition; inhibition, % at 3.6 µM; AID 588354; HEK293 GAL4-SRC1 luciferase reporter, luminescence; 360,000 compounds, 0.12% hits; Q15788;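 active = inhibition above the campaign mean plus 3 SD, with each screening campaign given its own cutoff, cut at about 60% in these data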;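 note: 0% = DMSO treated cells and 100% = gossypol at 36 µM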
# NCOA3 inh: human NCOA3 inhibition. AID 588352. HEK293 GAL4-SRC3 luciferase reporter, luminescence. 360,000 compounds, 0.17% hits. inhibition, % at 3.6 µM;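 active = inhibition above a per-campaign cutoff, the mean of all compounds plus 3 SD, cut at about 60% in these data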;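 note: 0% = DMSO-treated cells and 100% = gossypol-treated cells at 36 µM; higher means less SRC3-driven luciferase light from the GAL4 reporter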
# TRAIL sens C8: caspase-8 TRAIL sensitization. NB7+C8 cells + TRAIL, ATPlite viability luminescence. inhibition (viability loss, TRAIL sensitization), % at 10 µM. 360,000 compounds, 1% hits;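 active = compounds causing at least 50% loss of cell viability in the single-dose screen, relative to plate controls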
# TLR9-MyD88 inh: blocks human TLR9 binding to MyD88 | Q9NR96+Q99836 | AID 504734 | 340,000 compounds, 0.21% hits | inhibition, % at 4.98 µM | CHO BLA complementation TLR9-MyD88, CCF4 FRET ratio;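 active = inhibition above the mean over all tested compounds plus 3 SD, cut at about 21% in these data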;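 note: 0% = DMSO only wells and 100% = clavulanate BLA inhibitor control wells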
# LMP1 NFkB inh: inhibitors of Epstein-Barr LMP1-induced NF-kappaB reporter; LMP1-induced NF-kappaB luciferase reporter cells, luminescence; inhibition, % at 12.5 µM; 350,000 compounds, 0.69% hits; AID 504558; in the data active = inhibition above about 41%;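 note: 0% = neutral control wells and 100% = reference inhibitor control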
# SRC2 inh: human SRC2 (NCOA2) inhibition | 370,000 compounds, 0.17% hits | AID 651957 | Q15596 | inhibition, % at 9 µM | HEK293 GAL4-SRC2 luciferase reporter, luminescence;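 active = inhibition above the mean inhibition of all tested compounds plus 3 SD, set per campaign, cut at about 52% in these data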;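 note: 0% = DMSO treated cells and 100% = cells given Gossypol at 36 µM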
# Vif imaging: inhibitors of HIV Vif; 340,000 compounds, 0.35% hits; HEK293T cells, Vif self-association by quenched fluorescence, imaging, 24 h; inhibition, % at 7.49 µM; in the data active = inhibition above about 50%, passing the limit was not always enough; note: some results filed as inactive read as strong as hits
# NOD2-RIPK2 inh: NOD2-RIPK2 protein interaction inhibition | 360,000 compounds, 0.38% hits | CHO BLA complementation NOD2-RIPK2, CCF4 ratio | inhibition, % at 4.98 µM | O43353; in the data active = inhibition above about 21%;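 note: 0% = vehicle only and 100% = reference blocker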
# LRH-1 inv ag: NR5A2 inverse agonism in reporter assay. HEK293T StAR-luciferase reporter, LRH-1 transfected, 24 h. inhibition, % at 3.6 µM. O00482. 360,000 compounds, 0.13% hits;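 active = inhibition above the mean inhibition of all tested compounds plus 3 SD, cut at about 73% in these data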;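 note: 0% = DMSO wells and 100% = reporter-only cells lacking LRH-1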
# Target sequence (O00482 whole entry, looked up): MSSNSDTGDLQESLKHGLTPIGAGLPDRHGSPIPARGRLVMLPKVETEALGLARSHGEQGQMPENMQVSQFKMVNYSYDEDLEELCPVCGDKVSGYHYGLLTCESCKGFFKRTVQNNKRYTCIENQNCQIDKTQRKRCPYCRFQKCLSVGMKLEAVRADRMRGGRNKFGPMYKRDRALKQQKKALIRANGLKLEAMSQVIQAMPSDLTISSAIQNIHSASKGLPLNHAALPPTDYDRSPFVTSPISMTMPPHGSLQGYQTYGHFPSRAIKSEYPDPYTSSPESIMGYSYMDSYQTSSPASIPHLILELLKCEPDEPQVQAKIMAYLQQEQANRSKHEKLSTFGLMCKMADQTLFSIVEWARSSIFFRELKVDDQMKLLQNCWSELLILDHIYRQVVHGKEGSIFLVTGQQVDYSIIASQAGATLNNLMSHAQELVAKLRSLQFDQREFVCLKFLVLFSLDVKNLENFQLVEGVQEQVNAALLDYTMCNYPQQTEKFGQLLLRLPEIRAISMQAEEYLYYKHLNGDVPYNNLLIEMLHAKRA
# TROY NFkB inh: blocks TROY-dependent signaling in reporter cells; Q293 LMP1-TROYcd NF-kB luciferase reporter, 4 h; inhibition, % at 10 µM; 360,000 compounds, 0.98% hits;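 active = compounds whose plate-normalised and pattern-corrected inhibition of the luciferase reporter signal at the single screening dose is 50% or more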
# Starred values were filed as active, the others as inactive; / = not tested or not shown. This is a subset, so the mix of outcomes need not match the whole.
SMILES,COUP-TFII inh,SRC1 inh,NCOA3 inh,TRAIL sens C8,TLR9-MyD88 inh,LMP1 NFkB inh,SRC2 inh,Vif imaging,NOD2-RIPK2 inh,LRH-1 inv ag,TROY NFkB inh
Cc1ccc(/C=C/C(=O)O)cc1S(=O)(=O)NC1CCS(=O)(=O)C1 (stereo not drawn),-14,1,20,-3,2,-5,15,7,2,-8,6
O=[N+]([O-])c1ccc2cccnc2c1,-15,-56,7,9,-4,1,-28,-3,-12,20,19
O=C(c1ccc(Cl)cc1)N1CCC(C(=O)N2CCCc3ccccc32)CC1,3,4,-8,3,-4,2,-4,-3,-11,-25,-9
CC1CCCN(S(=O)(=O)c2cccc(-c3cn4cccnc4n3)c2)C1 (stereo not drawn),-5,-100,-1,9,-6,2,13,0,-5,-4,16
COc1ccc(Cl)cc1NC(=S)NCCSc1ccc(C)cc1,-1,-7,16,-7,10,0,-11,0,6,-2,22
COc1ccccc1NC(=O)C(C(C)C)N1C(=O)c2ccccc2C1=O (stereo not drawn),5,9,1,6,-9,3,3,-3,4,8,6
O=c1oc(-c2ccco2)nc2ccccc12,4,-8,-11,4,0,5,-16,3,-9,-2,13
Cc1cc2ccccc2c(=O)[nH]1,-10,-12,12,8,10,-10,-10,17,1,12,-5
CCOc1ccc(CCNC(=O)COC(=O)c2ccc(OC(C)C)cc2)cc1OCC,4,3,9,-8,-19,-13,1,22,-4,14,-4
CC1CCCCN1S(=O)(=O)c1ccc(C(=O)Nc2nnc(-c3ccccn3)o2)cc1 (stereo not drawn),14,-11,17,0,7,-1,-8,-15,1,15,-48
CCN(C[C@H]1N[C@@](Cc2ccccc2)(C(=O)OC)[C@H]2C(=O)N(C)C(=O)[C@@H]12)C(=O)COC,-9,3,3,-19,-2,-3,5,-5,-10,3,-2
COc1ccc(-c2cc(C(F)(F)F)nc(SCC(=O)N(C)Cc3cnn(C)c3C)n2)cc1OC,-7,-7,-3,-1,2,8,-13,-2,-8,-10,7
CCCCCN(C(=O)CCC(=O)OCC(=O)Nc1cccc(SC)c1)c1c(N)n(CCCC)c(=O)[nH]c1=O,7,2,21,0,5,8,-7,-8,-5,-30,-6
COC(=O)c1ccc(COC(=O)CNC(=O)CNC(=O)c2ccc(OC)cc2)cc1,-3,-24,-6,0,7,0,-14,-2,-2,7,17
CN(C)C=NC1=NN(c2cccc(C(F)(F)F)c2)CC1,-8,-27,-8,-12,5,3,-11,-3,-1,-24,5
Cc1ccc(N2CCN(C(=O)C(=O)c3ccc(F)c(F)c3)CC2)cc1,-16,/,/,1,/,/,15,/,-6,-4,/
O=C(C1CCN(S(=O)(=O)c2cnc[nH]2)CC1)N1CCc2ccccc2C1,-7,9,5,-8,0,-5,5,-3,-10,-1,3
CN(Cc1nc2ccc(F)cc2[nH]1)Cc1nc(CC2CC2)no1,6,21,15,6,-1,5,-20,-1,2,-5,3
Cc1ccc(C(=O)N/C(=C\c2ccc([N+](=O)[O-])cc2)C(=O)NCCc2ccccc2)cc1,17,4,0,-3,1,-3,16,8,13,10,5
Cc1cc(/C=C2\SC(=Nc3ccc(F)cc3)NC2=O)c(C)n1-c1ccc(S(N)(=O)=O)cc1,-25,-3,12,9,-8,-2,1,/,3,2,-9
O=C(Nc1ccncc1)c1cn(-c2ccccc2)nc1-c1cccs1,-14,-18,-52,27,-6,-16,-29,-7,15,-5,-15
CCCCNC(=O)c1cc2c(C)cc(C)cc2[nH]1,-1,5,20,4,-2,-1,-2,11,-1,-17,-7
O=Cc1ccc2c(c1)OCCOCCOCCOCCO2,12,-4,-2,-10,-10,-4,-2,3,-2,0,0
COc1ccc(-c2cccc(NC(=O)c3ccco3)c2)nn1,-8,-20,2,4,1,4,-26,-1,0,3,-9
O=C(Nc1nc(-c2ccc3ccccc3c2)cs1)C1CCN(S(=O)(=O)c2cccs2)CC1,-4,26,34,28,-7,18,-20,4,-5,17,15

# New compounds follow
SMILES,COUP-TFII inh,SRC1 inh,NCOA3 inh,TRAIL sens C8,TLR9-MyD88 inh,LMP1 NFkB inh,SRC2 inh,Vif imaging,NOD2-RIPK2 inh,LRH-1 inv ag,TROY NFkB inh
CCOC(=O)c1cnc(-n2nc(C)cc2C)nc1NC1CCCC1,44*,3,23,13,9,34,22,-24,4,44,42
CCOC(=O)c1[nH]c2c(c1-c1ccccc1)C(=O)CC(c1ccc(OCC)cc1)C2 (stereo not drawn),-16,15,15,6,-15,-25,-10,10,-6,10,-13
COc1ccc(N2CCN(CC(O)COc3ccccc3[N+](=O)[O-])CC2)cc1 (stereo not drawn),-8,-3,-22,3,1,8,-39,-6,-7,-18,-9
Cn1c(=O)n(C)c2cc(S(=O)(=O)NCCOCCO)ccc21,-4,-4,20,9,2,1,-13,13,-5,2,8
Nc1ncnc2c1ncn2[C@@H]1O[C@H](CNCc2cn(CC(=O)NC3CC3)c3ccccc23)[C@@H](O)[C@H]1O,-5,1,4,5,13,4,-29,3,-3,5,-3
O=C(COc1ncnc2cc(Cl)ccc12)c1ccccc1,-34,-18,1,-3,-14,-2,0,-2,-8,-20,-43
COc1ccccc1C(=O)NC(=O)COC(=O)c1cnc(C)cn1,-11,6,-16,4,-4,5,-8,18,-9,-1,-26
O=C(NCC(c1ccco1)N1CCc2ccccc2C1)C(=O)Nc1ccc(F)cc1F (stereo not drawn),3,12,20,8,8,8,16,-2,-4,18,1
COc1ccc(C(=O)CC(=O)C(=O)Nc2ccc(OC)c(Cl)c2)cc1,-2,-20,-11,3,-7,-5,-14,-12,1,-17,-31
CC1C[N+](=C2C=C(N3CCOCC3)CC(C)(C)C2)CC(C)O1 (stereo not drawn),4,-8,24,1,5,1,-1,9,-1,2,6
CCOC(=O)c1cc(CC)sc1NC(=O)COC(=O)C1CCC1,-9,4,1,-6,10,-5,14,13,-8,5,-11
c1ccc(Oc2ccc(-c3cc(NCCc4cccnc4)n4nccc4n3)cc2)cc1,-2,-3,-3,-17,/,/,3,-5,-6,12,-14
O=C(CNC(=O)c1ccccn1)N=Nc1c(O)[nH]c2ccccc12,-15,-28,-39,16,6,-14,-15,-17,-15,-17,-51
CCOc1ccc(Cl)cc1/C=N/NC(=O)c1ccccc1,-17,-11,-20,1,-3,1,-36,/,-11,-50,-30
CN(C(=O)c1cccc(NC(=O)Cc2ccc(NC(=O)C3CCN(C(=O)CCc4ccccc4)CC3)cc2)c1)C1CCCCC1,0,-4,8,-1,5,-9,16,-12,-12,-5,12
CCn1ccnc1CN(C)Cc1nc(Cc2cccc(C(F)(F)F)c2)no1,-8,-5,16,1,0,-14,-20,1,-16,-17,-9
CCC1CCCCN1Cc1nc2c(c(=O)n(C)c(=O)n2C)n1CCC(C)C (stereo not drawn),10,-6,-5,-14,2,-1,9,6,-4,-32,-16
CCOn1c(=O)c(=O)n(OC)c2ccccc21,4,-4,20,13,0,-13,-2,-6,4,-3,2
CC(=O)N1c2ccc(S(=O)(=O)NCCC(=O)Nc3ncccc3C)cc2CC1C (stereo not drawn),7,-2,-3,-4,-6,2,6,-10,1,12,-25
CCOc1cc(/C=N/NC(=O)c2ccncc2)ccc1OC(=O)c1ccccc1,16,3,8,-5,6,0,-16,-2,1,32,21
CCN(CC(=O)Nc1c(F)cccc1F)C(=O)CN1C(=O)NC2(CCCC2)C1=O,6,-55,-2,-16,-6,2,-32,7,-3,-10,-16
CCc1nc2oc3ccccc3c(=O)c2c(=O)n1Cc1ccccc1,17,-9,10,27,5,5,-16,2,2,8,16
Cc1ccc(-c2ccccc2)n1-c1ccc(C(=O)O)cc1,17,5,20,8,-1,7,0,-12,-4,-7,-45
N#CCCn1cc(/C=N/O)c(-c2ccc(Cl)cc2)n1,10,8,12,13,2,-4,-7,38,-1,-14,2
COc1cc(C(=O)NCCCN2CCCC2=O)cc(Br)c1OCc1ccccc1,-67,4,11,-9,5,-4,15,11,7,16,-18

# Additional results.
SMILES,COUP-TFII inh,SRC1 inh,NCOA3 inh,TRAIL sens C8,TLR9-MyD88 inh,LMP1 NFkB inh,SRC2 inh,Vif imaging,NOD2-RIPK2 inh,LRH-1 inv ag,TROY NFkB inh
CCOc1ccc(C(=O)NCCN2CCCCC2)c(OCC)c1,-3,11,-2,-7,-3,-5,-11,5,-3,-6,-2
CC(C)N1CCN(Cc2ccccc2-c2ccco2)CC1CCO (stereo not drawn),-1,11,2,0,-7,15,-14,1,-12,-2,15
Cc1ncc(CN2CCC(n3nccc3NC(=O)c3ccccc3)CC2)s1,7,-3,18,-3,8,-1,-2,-11,0,6,9
COc1ccc(CN(CC2CCC(C(=O)O)CC2)C(=S)Nc2cccc(C)c2)cc1 (stereo not drawn),10,1,8,4,7,-1,13,1,4,13,-11
Cc1ccc(OCC(=O)N2CCN(C(=O)c3cccc(F)c3)CC2)cc1,1,-17,14,12,-7,7,-6,-7,6,8,4
OCCN1CCN(C(=S)c2ccc(-c3ccccc3)cc2)CC1,30,41,60,-6,-11,3,71*,-1,-1,15,0
Nc1nc(SCC(=O)Nc2ccccc2)[nH]c(=O)c1-c1ccccc1,20,-9,-3,-14,-5,3,26,8,-3,0,-2
O=Nc1c(O)n(Cc2ccc(Cl)cc2)c2ccccc12,9,7,0,-11,20,-1,3,-4,22*,10,8
CCC(=O)c1ccc(OCC(=O)OCC(=O)Nc2ccc(C)c(S(=O)(=O)N3CCCCC3)c2)cc1,-1,-7,-4,-10,-10,-3,-3,-4,-2,-13,24
O=C(Nc1cccs1)N1CCN(c2ncccn2)CC1,2,3,10,-21,-6,-1,-22,-2,3,4,-16
COc1cccc(/C=C/C(=O)OCC(=O)N(C)CC(=O)Nc2ccccc2Cl)c1OC,12,-3,7,-3,-11,1,-2,-4,-4,1,-12
Cc1ccccc1C(=O)N1CCC(C(=O)Nc2ccccc2Cl)CC1,-13,-5,7,-14,-4,8,-5,-5,1,12,-1
CC1(C)[C@H]2CC[C@]1(C)[C@@H](OC(=O)C[N+]1(C)CCOCC1)C2,-6,4,27,-4,-2,-3,11,8,-14,8,-22
COc1ccc(-n2cnnc2SCC(=O)Nc2cc(C)on2)cc1,-2,-22,2,-13,3,-5,16,-4,3,-7,-4
COc1cc(C(=O)N2CCCCC2c2cc(C(=O)Nc3ccccc3)no2)cc(OC)c1C (stereo not drawn),3,15,3,6,/,/,5,-16,3,2,12
CCC(=O)NC(c1cccs1)c1cc([N+](=O)[O-])c2cccnc2c1O (stereo not drawn),-9,13,6,48,17,8,19,-1,3,9,1
CC(=N)c1c(O)c2ccccc2oc1=O,7,-18,-7,17,2,-7,-14,0,-8,-8,-30
CC(C)CCSc1nc2ccccc2[nH]1,-19,-71,-73,21,4,-30,-39,-15,-7,-84,-62
O=C(CSc1n[nH]c(C2CCCC2)n1)NC1CCCC1,3,3,27,-3,6,-8,7,20,1,23,-1
Cc1ccc(C(C)NC(=O)Cn2nc(C)c([N+](=O)[O-])c2C)cc1 (stereo not drawn),2,-4,-8,-16,0,6,-7,-6,2,-2,-5
